From PubChem BioAssay
Pf apPOL block – Pf-apPOL DNA polymerase inhibition. Recombinant Pf-apPOL, molecular beacon fluorescence, 1.5 h. inhibition, % at 10 µM. 210,000 tested, 0.25% active
mHTT CaM bind – mHTT-calmodulin interaction abrogation; AlphaScreen His-mHTT/GST-CaM binding, luminescence; inhibition, % at 15 µM; 190,000 tested, 3.6% active; AID 1671202;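 further: 0% = both proteins with DMSO and 100% = one protein alone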
Target sequence (P42858 whole entry, looked up, stated change not applied): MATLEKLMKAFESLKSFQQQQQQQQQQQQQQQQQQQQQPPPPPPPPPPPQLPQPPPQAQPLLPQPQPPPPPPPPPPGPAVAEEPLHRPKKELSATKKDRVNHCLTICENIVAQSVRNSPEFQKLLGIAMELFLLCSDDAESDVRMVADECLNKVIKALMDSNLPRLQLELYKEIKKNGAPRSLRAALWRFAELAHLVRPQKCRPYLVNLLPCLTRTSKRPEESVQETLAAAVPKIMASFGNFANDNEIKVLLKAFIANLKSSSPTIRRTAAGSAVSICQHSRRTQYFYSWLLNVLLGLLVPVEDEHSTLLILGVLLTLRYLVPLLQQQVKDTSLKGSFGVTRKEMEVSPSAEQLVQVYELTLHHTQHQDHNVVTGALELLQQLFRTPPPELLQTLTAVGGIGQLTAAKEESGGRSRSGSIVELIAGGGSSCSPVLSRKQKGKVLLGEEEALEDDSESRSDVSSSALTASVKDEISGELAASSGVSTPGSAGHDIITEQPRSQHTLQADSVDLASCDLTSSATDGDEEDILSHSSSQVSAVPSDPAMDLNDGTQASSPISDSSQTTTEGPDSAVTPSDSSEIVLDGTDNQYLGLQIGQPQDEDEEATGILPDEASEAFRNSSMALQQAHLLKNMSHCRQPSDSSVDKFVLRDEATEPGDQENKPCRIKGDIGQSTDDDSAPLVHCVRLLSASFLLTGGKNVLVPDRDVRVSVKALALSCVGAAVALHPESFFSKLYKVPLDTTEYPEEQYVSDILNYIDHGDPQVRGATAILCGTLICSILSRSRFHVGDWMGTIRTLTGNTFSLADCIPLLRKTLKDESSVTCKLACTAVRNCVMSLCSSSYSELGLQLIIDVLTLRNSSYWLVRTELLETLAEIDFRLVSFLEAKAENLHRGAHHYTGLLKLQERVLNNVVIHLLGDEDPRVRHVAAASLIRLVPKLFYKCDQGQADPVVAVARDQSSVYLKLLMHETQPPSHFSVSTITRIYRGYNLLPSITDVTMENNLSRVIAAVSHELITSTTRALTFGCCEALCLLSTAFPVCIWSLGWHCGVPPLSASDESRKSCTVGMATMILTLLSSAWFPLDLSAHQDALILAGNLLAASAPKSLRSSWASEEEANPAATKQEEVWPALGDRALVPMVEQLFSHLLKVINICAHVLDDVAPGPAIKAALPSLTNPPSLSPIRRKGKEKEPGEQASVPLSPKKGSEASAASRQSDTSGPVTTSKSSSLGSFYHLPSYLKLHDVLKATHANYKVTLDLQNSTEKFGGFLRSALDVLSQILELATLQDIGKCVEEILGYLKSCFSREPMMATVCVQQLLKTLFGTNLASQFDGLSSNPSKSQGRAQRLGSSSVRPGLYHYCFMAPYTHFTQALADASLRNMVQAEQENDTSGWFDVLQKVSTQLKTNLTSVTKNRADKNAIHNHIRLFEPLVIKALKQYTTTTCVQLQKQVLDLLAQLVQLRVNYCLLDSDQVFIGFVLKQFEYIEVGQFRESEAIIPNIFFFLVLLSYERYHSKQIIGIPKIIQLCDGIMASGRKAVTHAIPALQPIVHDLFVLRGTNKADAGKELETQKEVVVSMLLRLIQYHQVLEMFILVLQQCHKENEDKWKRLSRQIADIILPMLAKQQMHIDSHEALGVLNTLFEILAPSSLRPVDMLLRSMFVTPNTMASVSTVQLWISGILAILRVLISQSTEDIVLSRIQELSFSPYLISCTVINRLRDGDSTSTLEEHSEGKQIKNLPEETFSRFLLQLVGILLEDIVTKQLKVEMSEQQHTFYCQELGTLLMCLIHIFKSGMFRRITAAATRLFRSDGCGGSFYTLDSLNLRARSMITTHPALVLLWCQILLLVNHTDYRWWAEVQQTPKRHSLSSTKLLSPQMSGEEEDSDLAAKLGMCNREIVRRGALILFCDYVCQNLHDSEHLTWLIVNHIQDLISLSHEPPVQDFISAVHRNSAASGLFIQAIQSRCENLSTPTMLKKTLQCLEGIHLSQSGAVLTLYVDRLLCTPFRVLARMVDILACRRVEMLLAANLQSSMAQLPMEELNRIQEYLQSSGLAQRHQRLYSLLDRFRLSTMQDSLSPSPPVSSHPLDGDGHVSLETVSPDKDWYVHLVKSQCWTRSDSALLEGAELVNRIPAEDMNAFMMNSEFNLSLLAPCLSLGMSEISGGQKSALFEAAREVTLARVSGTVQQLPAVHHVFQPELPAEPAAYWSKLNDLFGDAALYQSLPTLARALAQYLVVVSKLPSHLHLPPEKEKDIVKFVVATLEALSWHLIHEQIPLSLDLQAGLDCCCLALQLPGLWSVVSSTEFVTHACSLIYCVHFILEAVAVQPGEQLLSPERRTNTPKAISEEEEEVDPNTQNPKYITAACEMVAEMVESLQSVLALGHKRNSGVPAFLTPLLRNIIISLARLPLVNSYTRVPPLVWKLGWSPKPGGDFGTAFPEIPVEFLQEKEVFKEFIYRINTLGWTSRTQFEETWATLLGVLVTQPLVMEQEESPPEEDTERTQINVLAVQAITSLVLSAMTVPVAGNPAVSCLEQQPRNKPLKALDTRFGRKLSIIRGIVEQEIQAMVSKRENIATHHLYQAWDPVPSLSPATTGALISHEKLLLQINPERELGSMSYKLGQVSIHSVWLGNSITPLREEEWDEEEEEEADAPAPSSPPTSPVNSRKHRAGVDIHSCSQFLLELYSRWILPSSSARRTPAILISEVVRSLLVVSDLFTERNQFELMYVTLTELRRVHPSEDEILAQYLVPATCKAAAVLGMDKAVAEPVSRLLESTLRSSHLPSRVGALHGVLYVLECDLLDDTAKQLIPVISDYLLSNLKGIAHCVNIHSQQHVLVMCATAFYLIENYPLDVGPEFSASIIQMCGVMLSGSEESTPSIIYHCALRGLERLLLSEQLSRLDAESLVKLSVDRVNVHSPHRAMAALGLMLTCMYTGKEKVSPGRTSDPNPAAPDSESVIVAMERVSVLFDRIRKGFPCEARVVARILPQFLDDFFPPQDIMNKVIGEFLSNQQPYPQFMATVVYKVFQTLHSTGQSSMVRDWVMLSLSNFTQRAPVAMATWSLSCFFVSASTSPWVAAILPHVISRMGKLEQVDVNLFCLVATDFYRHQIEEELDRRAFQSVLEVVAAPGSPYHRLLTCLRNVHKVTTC
An asterisk follows results filed as active; i = inactive; . = not tested or not shown; & = joins results of further samples. No stated cut-off is given here; in the data, active means inhibition above about 50%; inactive means the rest.

SMILES | Pf apPOL block | mHTT CaM bind
Brc1ccccc1-c1nn[nH]n1 | -22.7 | .
Cc1ccc(-c2ncc(C(=O)NCc3ccc(F)cc3)c(N3CCOCC3)n2)cc1 | -1.8 | -3.7
CC1(C)CC(=O)C(C(C2=C(O)CC(C)(C)CC2=O)c2ccc(O)cc2O)C(=O)C1 (configuration not stated) | -0.6 | 11.0
CC(C)c1noc(C2(NC(=O)c3ccccc3F)CCCCC2)n1 | -1.6 | -3.4
COc1ccccc1CC(=O)c1ccc(O)c(CN2CCCCC2)c1O | -8.2 | 5.4
Cc1cccc(N(CC(=O)NC2CCCC2)S(C)(=O)=O)c1C | -5.9 | 0.8
N#CC1=C(N)OC2=C(C(=O)CCC2)C1c1cccc(Oc2ccc(Cl)cc2)c1 (configuration not stated) | -8.0 | 16.1
O=C1NC(=O)/C(=C\c2ccccc2OCc2ccc([N+](=O)[O-])cc2)N1 | -0.1 | 40.0
C#CC(C)OC(=O)Nc1cnccc1C(F)(F)F (configuration not stated) | -4.7 | .
CCOc1cc(C(=O)Nc2cc(OC)c(Cl)cc2OC)cc(OCC)c1OCC | 7.1&5.4 | -1.0&1.4
Cc1cc(C(N)=NOC(=O)Nc2cccc(C(F)(F)F)c2)no1 | 0.3 | .
O=C(NCc1cccnc1)c1ccc(-c2ccc(Cl)cc2)o1 | -7.6 | 21.3
CN1CCN(S(=O)(=O)c2cccc(C#N)c2)CC1c1ccccc1 (configuration not stated) | -1.1 | -4.2
CCn1cc(C(=O)NCCCN2CCCCCC2)c2cc(OC)c(OC)cc2c1=O | -8.9 | 2.0
O=C1C(Nc2cccc(Cl)c2)=C(N2CCCCC2)C(=O)c2ccccc21 | 0.8 | 68.0*
O=C1C(=Cc2cc(Cl)cc3c2OCOC3)Oc2cc(OC(=O)C3CC3)ccc21 | 2.6 | 2.9
COc1ccccc1N=Cc1cc(I)cc(I)c1O | 4.3 | 17.0
COCCN(CCOC)S(=O)(=O)c1ccc(C(=O)N=c2sc3ccccc3n2C)cc1 | 43.5 | -5.0
COc1ccc(OC)c(S(=O)(=O)N2c3ccccc3CC2C)c1 (configuration not stated) | 0.2 | -9.0
O=C(Nc1ccc2[nH]c(=O)[nH]c2c1)c1cccc([N+](=O)[O-])c1 | -0.4 | -1.8
Cc1c(Br)c(C(F)(F)F)nn1CC(=O)NCc1ccc(Cl)cc1 | -2.0 | -16.0
COc1ccc(C(=O)Nc2cnc(N3CCCC3)nc2)cc1 | -3.4 | -4.8
O=C(Nc1cccc(Cl)c1)c1ccc(F)c(S(=O)(=O)N2CCCc3ccccc32)c1 | -3.1 | -4.0
COc1ccc(NC(=O)c2cc3n(n2)C(C(F)(F)F)CC(c2ccc4c(c2)OCO4)N3)cc1 (configuration not stated) | -2.3 | 48.0
O=C(CSc1ccccc1C(=O)O)Nc1cccc(C(F)(F)F)c1 | -1.8 | -6.0
O=C(Nc1cccc(Cl)c1)N1CCN(c2ncc(C(F)(F)F)cc2Cl)CC1 | -2.8 | -36.0
CCCS(=O)(=O)N1CCCc2ccc(NC(=O)NC3CCCCC3)cc21 | -0.1 | -2.3
Cc1ccc(Cn2cc(-c3noc(C4CCCC4)n3)nn2)cc1 | -1.7 | -18.1
CCCCOc1ccc(/C(C#N)=C2\N=C(N)NC2=O)cc1 | 4.2 | 25.0
CCOC(=O)c1c(C)nc(C)c(C(=O)OCC)c1-c1ccc(O)c(OC)c1 | -7.6&1.7 | .
Cc1ccc(C(=O)N2CCCCC2c2nc(-c3cccnc3)no2)cn1 (configuration not stated) | -3.3 | 1.3
Cc1ccc(C)c(-c2cc(CN(C)C(=O)CC(C)C)no2)c1 | -12.6 | 0.5
COc1ccc(Cl)cc1NC(=O)N1CCn2cccc2C1C(C)C (configuration not stated) | -7.2 | -3.1
CC(CN1CCOCC1)C(=O)NN (configuration not stated) | . | -3.1
O=C(COc1ccc(Br)cc1)NCc1ccccc1 | 1.6 | -10.2
Cc1ccc(NC(=O)CCCN2C(=O)c3cccnc3C2=O)c(Cl)c1 | -19.3 | 9.0
COc1ccccc1C1C(C#N)=C(N)OC2=C1C(=O)CC(c1ccccc1)C2 (configuration not stated) | 1.9 | 16.4
Cc1ccc(NCc2cccnc2)cc1C | -5.8 | -0.7
COc1ccc(/C=c2\sc3nc(-c4cccc(Cl)c4)nn3c2=O)cc1OC | 6.3 | -2.0
O=S1(=O)c2c(cccc2N2CC[C@@H](O)C2)O[C@@H]2CCN1C2 | -0.8 | 1.7
O=S1(=O)N[C@@H](Cc2ccccc2)COc2cccc(N3CCC[C@@H]3CO)c21 | -8.5 | 1.8
O=C(NC1CC2CC1CN2C(=O)Nc1ccc2c(c1)CCC2)c1cccs1 (configuration not stated) | 0.0 | 4.2
COc1cc(NC(=O)c2cccs2)c2ncccc2c1 | -1.9 | -30.0
CC(=Cc1ccccc1)C=C1SC(=S)N(C2CC(=O)N(CCCCCC(=O)O)C2=O)C1=O (configuration not stated) | -94.5 | 53.2*
Cc1cccc(OCC(=O)N2CCC(c3cc(N)on3)CC2)c1 | 1.2 | 30.9
CC(C)CN1CCN(C(=O)C2(c3ccc(NC(=O)C(C)C)cc3)CCCCC2)CC1 | 2.6 | 32.7
Cc1ccn(C(=O)c2cc3c(C)nn(-c4ccccc4)c3s2)n1 | -2.2 | 0.0
Cc1ccc(N2CCC(NC(=O)NC(C)C)C2=O)cc1C (configuration not stated) | -3.6 | -1.5
COc1ccc(CNc2ccc([N+](=O)[O-])cc2C)c(OC)c1 | -9.4 | 9.4
N#Cc1ccc(C(=O)N2CCCC2c2nc(-c3cccc(C(F)(F)F)c3)no2)cc1 (configuration not stated) | -2.9 | 2.8
CC1=CC(C)(C)N(C(=O)CSc2ncn[nH]2)c2ccccc21 | 0.6 | 2.0
CCSC1=NC(=O)/C(=C2\C=Cc3ccccc3N2CC)S1 | -17.3 | 49.0
CCCC(=O)Nc1ccc(-c2nc3cc(C(C)C)ccc3o2)cc1 | -8.0 | -2.0
CN(C)CCNC(=O)CCS(=O)(=O)Cc1cccc(Cl)c1 | -10.6 | -5.0
Cc1ccc(S(=O)(=O)NC(=O)Nc2ccc(Cl)c(C(F)(F)F)c2)cc1 | -2.0 | -7.0
Cc1ccc(N2C(=O)NC(=O)/C(=C\c3ccc(N(C)C)o3)C2=O)cc1 | -0.4 | 8.0
COc1cc(OC)c(OC)cc1C=C1Oc2cc(OC(=O)c3c(OC)cccc3OC)ccc2C1=O | -1.6 | -8.9
CCC(=O)Nc1nnc(N=Cc2ccc(Br)s2)s1 | -1.6 | 1.0
O=C(O)c1cccnc1SC1CC(=O)N(Cc2ccccc2)C1=O (configuration not stated) | -4.9 | 1.0
COC(=O)c1scc(C)c1NC(=O)C1=Cc2cc(Cl)ccc2OC1 | -2.4 | .

Next part
SMILES | Pf apPOL block | mHTT CaM bind
COc1ccc(Cl)cc1N1C=C(C#N)S(=O)(=O)c2ccc(Cl)cc21 | -0.2 | -7.0
CCOc1ccc(C2CC(c3ccccc3Cl)n3ncnc3N2)cc1 (configuration not stated) | 5.7 | 7.2
CCN(CC)c1c(Cl)c(Cl)nc(Cl)c1C(=O)O | -0.6 | 0.0
CC(C)[C@H]1COc2cc(Br)ccc2S(=O)(=O)N1C(=O)c1ccc(F)cc1F | -7.4 | -6.3
COc1ccccc1OCC(O)CN1CC(C)CC(C)C1 (configuration not stated) | -8.3&-0.2 | 1.4&-14.2
Cn1cnc2cc(-c3noc(-c4ccc(Br)cc4)n3)ccc21 | 0.6 | -1.2
O=[N+]([O-])C1=C(Nc2ccccc2)CS(=O)(=O)C1 | -2.3 | -7.6
CC(C)c1noc(COC2CCN(C(=O)Cc3ccsc3)CC2)n1 | -2.2 | -3.0
O=C(C1CCCCC1)N1CCN(Cc2ccccc2)CC1 | -3.7 | 1.0
Cc1ccsc1C(=O)N1CCCN(C2CCN(Cc3ccc(F)cc3)C2=O)CC1 (configuration not stated) | 8.3 | 64.1*
O=C1c2ccccc2NC(c2ccc(Cl)cc2)N1c1ccc(O)cc1 (configuration not stated) | -1.9 | 9.0
CCN1CCCC(C(=O)NCc2cccc(OC)c2OC)(c2ccccc2)CC1 (configuration not stated) | 0.3 | 18.2

A second format for some results above.
Fields – Pf apPOL block | mHTT CaM bind
CC(=Cc1ccccc1)C=C1SC(=S)N(C2CC(=O)N(CCCCCC(=O)O)C2=O)C1=O (configuration not stated)
 : -94.5 | 53.2*
Cc1cccc(OCC(=O)N2CCC(c3cc(N)on3)CC2)c1
 : 1.2 | 30.9
CC(C)CN1CCN(C(=O)C2(c3ccc(NC(=O)C(C)C)cc3)CCCCC2)CC1
 : 2.6 | 32.7
Cc1ccn(C(=O)c2cc3c(C)nn(-c4ccccc4)c3s2)n1
 : -2.2 | 0.0
Cc1ccc(N2CCC(NC(=O)NC(C)C)C2=O)cc1C (configuration not stated)
 : -3.6 | -1.5
COc1ccc(CNc2ccc([N+](=O)[O-])cc2C)c(OC)c1
 : -9.4 | 9.4
N#Cc1ccc(C(=O)N2CCCC2c2nc(-c3cccc(C(F)(F)F)c3)no2)cc1 (configuration not stated)
 : -2.9 | 2.8
CC1=CC(C)(C)N(C(=O)CSc2ncn[nH]2)c2ccccc21
 : 0.6 | 2.0
CCSC1=NC(=O)/C(=C2\C=Cc3ccccc3N2CC)S1
 : -17.3 | 49.0
CCCC(=O)Nc1ccc(-c2nc3cc(C(C)C)ccc3o2)cc1
 : -8.0 | -2.0
CN(C)CCNC(=O)CCS(=O)(=O)Cc1cccc(Cl)c1
 : -10.6 | -5.0
Cc1ccc(S(=O)(=O)NC(=O)Nc2ccc(Cl)c(C(F)(F)F)c2)cc1
 : -2.0 | -7.0
Cc1ccc(N2C(=O)NC(=O)/C(=C\c3ccc(N(C)C)o3)C2=O)cc1
 : -0.4 | 8.0
COc1cc(OC)c(OC)cc1C=C1Oc2cc(OC(=O)c3c(OC)cccc3OC)ccc2C1=O
 : -1.6 | -8.9
CCC(=O)Nc1nnc(N=Cc2ccc(Br)s2)s1
 : -1.6 | 1.0
O=C(O)c1cccnc1SC1CC(=O)N(Cc2ccccc2)C1=O (configuration not stated)
 : -4.9 | 1.0
COC(=O)c1scc(C)c1NC(=O)C1=Cc2cc(Cl)ccc2OC1
 : -2.4 | .
COc1ccc(Cl)cc1N1C=C(C#N)S(=O)(=O)c2ccc(Cl)cc21
 : -0.2 | -7.0
CCOc1ccc(C2CC(c3ccccc3Cl)n3ncnc3N2)cc1 (configuration not stated)
 : 5.7 | 7.2
CCN(CC)c1c(Cl)c(Cl)nc(Cl)c1C(=O)O
 : -0.6 | 0.0
CC(C)[C@H]1COc2cc(Br)ccc2S(=O)(=O)N1C(=O)c1ccc(F)cc1F
 : -7.4 | -6.3
COc1ccccc1OCC(O)CN1CC(C)CC(C)C1 (configuration not stated)
 : -8.3&-0.2 | 1.4&-14.2
Cn1cnc2cc(-c3noc(-c4ccc(Br)cc4)n3)ccc21
 : 0.6 | -1.2
O=[N+]([O-])C1=C(Nc2ccccc2)CS(=O)(=O)C1
 : -2.3 | -7.6
CC(C)c1noc(COC2CCN(C(=O)Cc3ccsc3)CC2)n1
 : -2.2 | -3.0
O=C(C1CCCCC1)N1CCN(Cc2ccccc2)CC1
 : -3.7 | 1.0

Other compounds.
SMILES | Pf apPOL block | mHTT CaM bind
N#CCC(=O)NN=Cc1ccccc1 | -1.7 | .
CC1=C(C)/C(=N/OC(=O)c2cccc(C)c2)C=C(Br)C1=O | 4.3 | i
COc1ccc(OC)c(C2=NOC(C(=O)Nc3cc(C)nn3-c3ccccc3)C2)c1 (configuration not stated) | -1.0 | -5.8
CCN(CC)CCSc1nc(O)c(Cc2ccccc2)c(=O)[nH]1 | 0.2 | -0.4
Cc1ccc2c(c1)NC(c1ccc([N+](=O)[O-])cc1)C1=C(CC(C)(C)CC1=O)N2 (configuration not stated) | -6.4 | 18.4
COc1cccc(Nc2nc(Nc3cccc(C(C)=O)c3)nc(N3CCOCC3)n2)c1 | 3.2 | 30.5
CC(=O)N(C1=C(N2CCCC2)C(=O)c2ccccc2C1=O)c1ccccc1C | -3.0 | 37.6
Cc1cc(Cl)ccc1NC(=O)C(C)N(c1ccccc1)S(C)(=O)=O (configuration not stated) | -10.5 | -1.9
O=C(c1ccc2c(c1)OCO2)N1CCCN(C2CCN(CC3CC3)C2=O)CC1 (configuration not stated) | -8.4 | 9.2
CC1=C(C#N)C(c2ccccc2C(F)(F)F)C2=C(CCCC2=O)N1 (configuration not stated) | 1.1 | 7.0
Cc1c(-c2ccnc(NS(=O)(=O)c3cc(C(F)(F)F)cc(C(F)(F)F)c3)n2)cnn1-c1ccccc1 | 6.1 | .
Cn1c(=O)c2cn3c4ccccc4nnc3c2n(C)c1=O | -14.3&-3.5 | 3.0&-0.7
Cc1cccc(C(=O)N2CCC3(C2)C(=O)Nc2ccccc23)c1 (configuration not stated) | -6.4 | 11.2
Cc1nnc2ccc(N3CCCC3)nn12 | 0.4 | -5.1
O=C(COc1ccc(F)c(F)c1)N1CCc2nc3cc[nH]n3c(=O)c2C1 | -1.8 | 0.1
O=C(NC(=S)NNc1ncccc1-n1cccc1)c1ccccc1 | -329.7 | .
CSc1sc(SC)c(C[n+]2ccccc2)c1C[n+]1ccccc1 | -2.3 | 4.0
C=CCNC(=O)c1c[nH]c2ccc(S(=O)(=O)N(C)c3ccc(Br)cc3)cc2c1=O | -5.8 | 55.0*
CCOc1ccc(C(=O)Nc2c(C)cccc2C)cc1Br | 10.9 | 2.2
c1ccc(-c2noc(-c3ccc(N4CCC(N5CCCCC5)CC4)nc3)n2)cc1 | -6.4 | -5.8
Cc1cc(Br)cc2c1NC(=O)C2(O)N1CCOCC1 (configuration not stated) | -2.2 | -5.0
CC(C)(C)n1cnc2cc(NCc3ccccc3O)ccc21 | 6.5 | 17.0
COc1ccc(NC(=O)CCS(=O)(=O)c2ccc(Br)s2)cc1Cl | -7.0 | -1.0
Cc1cc(NC(=O)NC2CCN(c3ccccc3)C2=O)ccc1Br (configuration not stated) | -1.8 | -3.4
COc1ccc(/C=C2\N=C(c3cc([N+](=O)[O-])ccc3Cl)OC2=O)cc1OC | 24.4 | 6.0
Fc1ccc(-n2nc3ccc4nonc4c3n2)c(F)c1 | -0.1 | -5.2
CC1(C)CC(NC(=O)c2ccc3c(c2)OCO3)CC(C)(C)N1 | -4.5 | -4.0

A portion of the library; rates above refer to the full screens.
